Source: PubChem (Broad Institute)
PGC1a acetyl inh: modulators of PGC1a acetylation. 0.17% of 350,000 active. U2OS PGC1a acetylation, AlphaScreen anti-acetyl-lysine; with virally co-expressed GCN5 acetyltransferase. inhibition, % at 15.6 µM;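 active means every replicate shows inhibition of at least 40%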;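 further: 0% = neutral control wells and 100% = positive control wells; some results beyond the cut were filed as inactive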
ERAP1 inh: inhibitors of human ERAP1 aminopeptidase | Q9NZ08 | recombinant ERAP1, Leu-AMC fluorescence, 60 min | inhibition, % at 10.7 µM | 0.15% of 340,000 active | AID 652197;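 active means mean replicate inhibition of at least 30%, or all replicates individually reaching that 30% level; inactive means mean below 30% and not every replicate reaching it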;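 further: 0% = neutral control wells and 100% = L-leucinethiol positive control wells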
Target sequence (Q9NZ08 whole entry, looked up): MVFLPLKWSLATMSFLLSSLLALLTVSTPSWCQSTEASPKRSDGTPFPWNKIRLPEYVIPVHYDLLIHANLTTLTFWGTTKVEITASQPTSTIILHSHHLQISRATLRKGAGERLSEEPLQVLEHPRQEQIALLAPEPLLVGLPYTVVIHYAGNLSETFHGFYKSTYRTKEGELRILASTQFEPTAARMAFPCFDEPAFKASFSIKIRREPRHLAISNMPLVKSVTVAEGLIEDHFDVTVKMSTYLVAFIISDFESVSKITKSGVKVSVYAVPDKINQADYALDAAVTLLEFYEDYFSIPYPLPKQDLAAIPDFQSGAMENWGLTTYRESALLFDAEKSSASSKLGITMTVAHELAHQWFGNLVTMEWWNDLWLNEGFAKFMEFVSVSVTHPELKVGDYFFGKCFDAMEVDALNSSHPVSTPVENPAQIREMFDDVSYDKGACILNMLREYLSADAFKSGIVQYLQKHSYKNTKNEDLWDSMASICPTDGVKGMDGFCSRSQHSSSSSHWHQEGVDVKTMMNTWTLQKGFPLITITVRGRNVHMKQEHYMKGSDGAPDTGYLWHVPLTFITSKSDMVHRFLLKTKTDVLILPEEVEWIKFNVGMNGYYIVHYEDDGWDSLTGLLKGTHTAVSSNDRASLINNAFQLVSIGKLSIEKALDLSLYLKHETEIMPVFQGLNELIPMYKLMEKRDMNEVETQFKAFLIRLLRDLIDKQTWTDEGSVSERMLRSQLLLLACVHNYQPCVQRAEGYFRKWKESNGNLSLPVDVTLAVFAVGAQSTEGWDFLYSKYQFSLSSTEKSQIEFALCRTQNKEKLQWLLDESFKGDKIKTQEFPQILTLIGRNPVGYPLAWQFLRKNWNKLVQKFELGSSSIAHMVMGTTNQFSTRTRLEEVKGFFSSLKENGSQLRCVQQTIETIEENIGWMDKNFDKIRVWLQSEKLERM
PglD inh: blocks C. jejuni PglD acetyltransferase activity; purified PglD enzyme, DTNB colorimetric CoA detection; 0.098% of 360,000 active; inhibition, % at 12.5 µM; AID 602405; in the data active means inhibition above about 16%, passing the limit was not always enough; further: strong numbers were not always called active
PAX8 inh HTS: lowers PAX8-driven luciferase in RMG-I cells; RMG-I TPO-luciferase reporter, SteadyGlo, 24 h; inhibition, % at 12.6 µM; 1.2% of 360,000 active; AID 652154;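 active means mean replicate inhibition at least 60% with every replicate also reaching 60%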;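 further: luciferase light reporting Pax8 driven TPO promoter activity; plate controls were median of neutral control wells for no effect and mitoxantrone controls for full effect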
LGR2 antag: inhibitors of bursicon-induced Drosophila LGR2 receptor cAMP signaling | AID 720647 | 0.35% of 380,000 active | HEK293 LGR2, CRE-luciferase, bursicon-stimulated, 4 h | inhibition, % at 9.99 µM;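 active means drop in luminescence signal, shown as inhibition above about 50% in the replicate tests, limit read from the data, passing the limit was not always enough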;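 further: agonist challenge used bursicon conditioned medium at about half maximal strength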
FN deposition inh: fibronectin deposition inhibition | AH1F fibroblasts, Alexa488-fibronectin deposition fluorescence, overnight | inhibition, % at 12.6 µM | 0.086% of 350,000 active | AID 743247;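 active means mean inhibition across replicates of 30% or more, regardless of how many single replicates reach that level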;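 further: positive control wells lacked labelled fibronectin entirely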
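Test system: AH1F fibroblast monolayer depositing Alexa488-labelled fibronectin into matrix. Input: 10000 cells per well. Technique: fluorescence, ex 485 nm, em 525 nm. Buffer or medium: DMEM plus 2% serum, read in PBS. Timing: 1 h cell adhesion before compound, then overnight fibronectin incubation. Compound: single dose, pinned. Read-out basis: inhibition from reduced deposited-fibronectin fluorescence.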
EWS-Fli block: inhibitors of EWS/Fli oncoprotein transcriptional activity. AID 651661. A673 NR0B1-luciferase reporter, viability-normalised. inhibition, % at 12.6 µM. 0.67% of 350,000 active;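 active means mean inhibition of at least 50% after viability correction, with every replicate also passing that limit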;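 further: firefly luciferase signal divided by Alamar Blue viability fluorescence both relative to DMSO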
S100A4 inh HTS: S100A4-myosin IIA interaction inhibition. S100A4/TAMRA-MyoIIA peptide fluorescence polarization. inhibition, % at 10.7 µM. AID 652163. 0.14% of 360,000 active. P26447;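 active means mean inhibition of at least 70% across replicates, with every replicate also reaching that level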
Target sequence (P26447 whole entry, looked up): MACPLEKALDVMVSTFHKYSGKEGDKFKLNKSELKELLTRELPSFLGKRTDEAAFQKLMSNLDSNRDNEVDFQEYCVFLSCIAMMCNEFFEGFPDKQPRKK
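incubation = readout 5 min after mixing, signal stable up to 60 min | system = S100A4 monomer protein | buffer or medium = HEPES pH 7.2 with CaCl2, KCl, NaCl, DTT, Triton | benchmarks = neutral control DMSO, positive control TFP | also added = fluorescent myosin IIA peptide, 5 nM | compound dosing = one concentration per compound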
The depositor's hits bear a star; nt = not tested or not shown; & = joins results of further samples.

compound	PGC1a acetyl inh	ERAP1 inh	PglD inh	PAX8 inh HTS	LGR2 antag	FN deposition inh	EWS-Fli block	S100A4 inh HTS
Cc1ccc(-c2cnc3c(c2)C(=O)N([C@@H](C)CO)C[C@H](C)[C@@H](CN(C)C(=O)Cc2cccnc2)O3)cc1	12	5	5	5	1	-3	8	26
CC(=O)NC[C@H]1[C@H](c2ccc(-c3ccccc3F)cc2)[C@H](CO)N1C(C)=O	-8	2	0	-2	6	-1	-1	-7
CCn1c(SC(C)C(=O)N2CCOCC2)nc2sc(C)c(C)c2c1=O (centres undefined)	3	-2	-3	9	9	nt	1	-2
C[C@@H]1CN([C@H](C)CO)C(=O)c2ccccc2-c2ccccc2CO[C@H]1CN(C)C(=O)[C@H]1CCCN1C	0	-4	-1	5	1	nt	-6	1
O=C(Nc1ccc(S(=O)(=O)Nc2ncccn2)cc1)c1cccc(Br)c1	7	0	-5	-1	-27	-2	2	-2
CN(Cc1ccccc1)C(=O)c1nc2ccccn2c1CNCCn1cccn1	13	nt	4	11	0	0	nt	nt
COc1ccc(S(=O)(=O)Nc2ccc3c(c2)C(=O)N([C@H](C)CO)C[C@H](C)[C@H](CN(C)C(=O)NC2CCCCC2)O3)cc1	-10	3	-3	nt	7	-4	-5	0
COc1ccc(CCNC(=O)CSc2cn(Cc3cccc(C)c3)c3ccccc23)cc1OC	nt	1	5	nt	7	11	6	-2
COc1ccc(CN(C)C[C@H]2OCCCC[C@@H](C)Oc3ccc(NC(=O)CCC(F)(F)F)cc3C(=O)N([C@H](C)CO)C[C@@H]2C)cc1	2	1	-3	2	6	nt	1	7
Cn1c(=O)c2c(=O)cc(N)[nH]c2n(C)c1=O	3	2	nt	1	4	2	2	-7
Cn1cccc1/C=C(\C#N)C(N)=S	9	7	-9	-6	13	-4	12	-4
CCc1nnc2c(NCCc3ccc(OC)c(OC)c3)nc3ccccc3n12	6	-1	1	-6	-9	2	3	-9
CCOC(=O)c1nn(-c2ccc(F)cc2)c(=O)c(C#N)c1C	7	2	0	1	-3	3	9	-7
O=[N+]([O-])c1ccccc1OCCOCCOc1cccc2cccnc12	nt	-6	nt	9	1	-7	-4	-1
COc1cc(C#Cc2ccc3cc(CCO)oc(=O)c3c2)cc(OC)c1	-4	-2	6	-216	-50	-9	-140	-3
CCCC(=O)Nc1ccc2c(c1)C(=O)N(C)C[C@H](OC)[C@H](C)CN(C(=O)CC)[C@@H](C)CO2	0	nt	nt	nt	6	-6	-21	nt
COc1ccccc1-c1ccc2n(c1=O)C[C@@H]1[C@@H](CO)[C@H](C(=O)NC3CCC3)N(C(C)=O)[C@H]21	nt	-1	3	-1	-2	nt	0	-1
Cc1nc(C(F)(F)F)ccc1C(=O)N1CCCC1(C)C(=O)NCC(C)C (centres undefined)	5	0	-2	9	-11	-2	-1	0
CN(C)c1cccc2c1c(NC(=O)c1ccc(Cl)cc1)nn2C	15	-3	-1	30	-3	-12	-36	-2
CC(=O)N1[C@H](CO)[C@H](c2ccc(-c3cccnc3)cc2)[C@H]1CNC(=O)C1CCC1	nt	0	nt	nt	-9	-6	nt	-5
Cc1c(N2C(=O)/C(=C/C3CC=CCC3)SC2=S)c(=O)n(-c2ccccc2)n1C (centres undefined)	14	2	1	-9	27	-19	3	-7
CO/N=C(\N)c1ccc([N+](=O)[O-])cc1	nt	14	nt	-24	6	-2	-18	2
O=C(COC(=O)/C=C/c1cccc(Br)c1)Nc1ccc(Cl)cn1	-3	-4	-2	14	4	-1	7	0
CC(=O)Nc1ccc(NC(=O)COC(=O)C2CCC(C(C)(C)C)CC2)cc1 (centres undefined)	nt	-1	0	nt	-13	1	-2	-4
CCCCc1nnc(NC(=O)CN2C(=O)c3ccccc3C2=O)s1	nt	nt	2	-23	0	-6	-3	-31
COc1ccc2c(C)c(C)c(=O)oc2c1OC	nt	-1	nt	-10	4	-1	14	2
C[C@H](CO)N1C[C@H](C)[C@@H](CN(C)C(=O)Cc2ccccc2)Oc2ncc(-c3cncnc3)cc2C1=O	6	-1	0	-31	3	nt	-2	7
CC(=O)c1cccc(NC(=O)CN2CCc3cc4c(cc3C2C)OCCCO4)c1 (centres undefined)	-3	2	2	2	5	6	3	-5
CCCCC[C@H]1CCCCC[C@@H](O)C[C@@H](O)[C@@H](O)/C=C/C(=O)O1	nt	nt	nt	-5	7	-7	11	-4
CCN(CC)C(=O)C12CC3CC(CC(Cl)(C3)C1)C2	nt	-3	nt	1	nt	2	-12	-6
CC(=O)N1Cc2cc(C(=O)NCC(F)(F)F)nc(-c3cccc(-c4cccnc4)c3)c2[C@@H]1CCO	-2	4&6	nt	13	5	19&5	59*	-3&0
CCCNC(=O)Nc1ccc2c(c1)C(=O)N(C)[C@H]1CC[C@@H](CC(=O)NC)O[C@H]1CO2	-7	nt	-4	-3	12	6	2	nt
COc1ccccc1C(O)(C(=O)NNc1cccc(C)c1)c1ccccc1OC	nt	-3	nt	-5	16	nt	5	2
COc1ccc(-n2nnnc2CNC(=O)C2CC(=O)N(c3ccc(Cl)cc3)C2)cc1 (centres undefined)	nt	0	1	5	-1	7	-2	15
CCc1nnc(NC(=O)CN2C(=O)c3ccccc3S2(=O)=O)s1	-3	-3	1	nt	6	14	nt	-4
O=C(c1cc(COc2ccccc2)on1)N1CCCC(CN2CCOCC2)C1 (centres undefined)	7	0	0	-19	-10	-4	nt	0
O=C(Nc1ccccc1)N1C[C@@H]2[C@H](c3ccccc31)[C@@H](CO)N2CC1CCCC1	-3	-2	-2	-14	-15	nt	-22	0
CC(=O)c1c(C)[nH]c(C(=O)N2CCCC(C)C2)c1C (centres undefined)	11	-1	1	-4	-1	3	4	-13
CCc1cccc(CC)c1NC(=O)CSc1nc2ccc(N3C(=O)C4C(C3=O)[C@H]3C=C[C@@H]4C3)cc2s1 (some centres undefined)	-5	13	5	7	3	4	-1	-2
N#C[C@H]1[C@H](c2ccccc2)[C@H](CO)N1C(=O)c1ccc2c(c1)OCO2	7	1	-2	11	13	-7	6	-8
Cc1ccc(S(=O)(=O)N2CCOCC2)cc1NC(=O)CSc1nnnn1C1CC1	0	5	-1	-12	4	3	-6	9
NS(=O)(=O)c1ccc(CCNC(=O)COC(=O)CN2C(=O)C3CCCCC3C2=O)cc1 (centres undefined)	nt	8	nt	0	7	1	2	-18
Cn1c(=O)cc(OCC(=O)N2CCN(c3ccccc3F)CC2)c2ccccc21	nt	4	nt	7	nt	7	18	0
Cc1ccc[n+](CC(=O)Nc2ccc([N+](=O)[O-])cc2)c1	-18	0	-8	-21	7	0	32	-4
COc1ccc(C2(O)CCN(Cc3nnnn3Cc3ccc(C)cc3)CC2)cc1	-4	-4	-2	nt	-12	nt	11	-2
COc1ccccc1N(C)S(=O)(=O)c1ccc(Cl)c(C(=O)Nc2ccccc2N2CCOCC2)c1	4	-2	7	-3	13	2	6	-4
O=C(c1ccc2c(c1)OCO2)N1CC(=O)N2[C@@H](CO)[C@H](c3ccc(C#CCC4CCCC4)cc3)[C@@H]2C1	-7	1	nt	20	21	nt	19	-6
Brc1ccc(CSc2nnc(-c3ccco3)o2)cc1	nt	3	nt	-46	-26	nt	82*	-2

Sorted by the number under ERAP1 inh (ascending): three of the compounds above.
mol,ERAP1 inh
Cc1ccc[n+](CC(=O)Nc2ccc([N+](=O)[O-])cc2)c1,0
N#C[C@H]1[C@H](c2ccccc2)[C@H](CO)N1C(=O)c1ccc2c(c1)OCO2,1
Cn1c(=O)cc(OCC(=O)N2CCN(c3ccccc3F)CC2)c2ccccc21,4

Next part:
compound	PGC1a acetyl inh	ERAP1 inh	PglD inh	PAX8 inh HTS	LGR2 antag	FN deposition inh	EWS-Fli block	S100A4 inh HTS
COc1ccc(NC(=O)Nc2ccc3c(c2)C(=O)N([C@H](C)CO)C[C@@H](C)[C@H](CN(C)C(=O)Nc2ccc4c(c2)OCO4)O3)cc1	0	nt	-2	-26	-17	nt	-10	nt
C[C@H](CO)N1C[C@H](C)[C@H](CN(C)S(=O)(=O)c2cccc(F)c2)OCc2cn(nn2)CCCC1=O	-5	nt	nt	nt	9	-2	-8	nt
NNC(=O)C(=O)Nc1ccc(O)cc1	-7	1	nt	-12	-6	-2	-19	-2
NC(=O)c1nsc(C(=O)N(Cc2ccco2)C(C(=O)NC2CCCC2)c2ccc(O)cc2)c1N (centres undefined)	nt	12	4	-5	4	-6	-5	-2
O=[N+]([O-])c1ccc(S(=O)(=O)NCC(c2cccnc2)N2CCOCC2)cc1 (centres undefined)	nt	-3	nt	4	-8	-3	-1	-5
CN(C(=O)c1ccc(NC(=O)Cc2cccc(NC(=O)C3CCCN(C(=O)C4CCCC4)C3)c2)cc1)C1CCCC1 (centres undefined)	-5	-1	6	23	30	-1	-5	-30
CNS(=O)(=O)c1ccc(NC(=O)C2CC(=O)N(c3ccc(Cl)cc3)C2)cc1 (centres undefined)	-5	-2	-2	16	0	6	-6	5
Cn1c(=O)n(C)c2cc(N3CCCCC3)c(NC(=O)c3cccc(Cl)c3)cc21	3	0	5	-16	11	-7	nt	-2
C[C@@H](NC(=O)C[C@@H]1C[C@@H]2c3cc(NC(=O)CC4CC4)ccc3O[C@@H]2[C@H](CO)O1)c1ccccc1	-9	-2	2	nt	2	4	3	8
CNC[C@@H]1Oc2cc(C#CCC3CCCC3)ccc2S(=O)(=O)N([C@@H](C)CO)C[C@@H]1C	-30	0	1	nt	7	nt	12	-17
CN(C)CC(=O)N1CC2(C1)[C@H](c1ccccc1)[C@@H](CO)N2S(C)(=O)=O	8	2	nt	-6	4	-16	-6	-2
O=C(NCc1ccc(C(F)(F)F)cc1)c1cccc2c(-c3ccc(F)c(F)c3)coc12	-11	1	-2	-22	16	-7	-5	-5
C[C@H]1CN([C@@H](C)CO)S(=O)(=O)c2ccc(-c3ccc(F)cc3)cc2O[C@@H]1CN(C)C	-2	2	0	nt	-6	0	-5	3
Cc1cc(C(=O)N/N=C2\CC(=O)CC(C)(C)C2)c2ccccc2n1	nt	-3	nt	8	22	-3	-11	2
COc1ccc(OC)c(N(CC(=O)N2CCCC2)S(=O)(=O)c2ccc(C)cc2)c1	nt	-2	2	4	-9	-2	4	-1
CCN(CC)CCNS(=O)(=O)c1ccc(OC)c(Br)c1	0	nt	-6	-11	nt	-1	nt	nt
COc1ccc(Cl)cc1C(=O)NNC(=O)c1cccc([N+](=O)[O-])c1	nt	0	nt	-30	5	-6	-4	-1
CCN(CC(=O)Nc1ccccc1C(F)(F)F)C(=O)c1ccccc1OCc1ccc(F)cc1	-12	-3	-7	9	3	1	11	-2
O=C(C1CCCC1)N1CC(=O)N2[C@H](C1)[C@H](c1ccc(Br)cc1)[C@@H]2CO	-5	-1	nt	-7	-3	-2	-3	-10
Cc1ccc(Cl)cc1N1CCN(S(=O)(=O)N2CCCCC2)CC1	-5	2	nt	4	23	-7	12	1
CC(NC1CCN(Cc2ccccc2)CC1)c1ccc(F)cc1 (centres undefined)	nt	-6	-1	29	-14	0	5	-1
CC1CCCC(C)N1/N=C/c1cccc([N+](=O)[O-])c1 (centres undefined)	nt	-3	-1	-3	2	-7	-6	-1
CSCCNC(=O)c1cccc(Cl)c1	4	-3	nt	3	-1	-3	-4	0
